Assay outcomes: PubChem BioAssay, National Center for Advancing Translational Sciences (NCATS)
HTT aggregate: inhibitors of mutant huntingtin aggregate formation in PC12 cells; hit rate 1.1% among 220,000; Potency, µM (highest dose often 46.1 µM), for the others: top-dose activity change, negative = inhibition, usual class: inhibitors; AID 1688; PC12 HttQ103-GFP aggregates, Acumen cytometry, 40 h; also: potency is read from the fitted curve at half-maximal effect; % is scaled to controls: 0 for no effect and ±100 for the full control effect; nearly all actives have a fitted effect of over 60% in size
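Compounds (qHTS titration) were added to PC12 cells expressing an ecdysone-driven HTT exon 1 Q103–GFP fusion after induction with 100 nM tebufenozide. Aggregate formation was measured as GFP objects in cell lysates.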
HTT ATP protect: Huntington cell model cytoprotection by ATP luminescence; PC12 HTT-Q103 induced, cytoprotection, ATP luminescence, 40 h; Potency, µM (top dose mostly 56.4 µM), for the others: cytoprotection (ATP increase), hits mostly activators; hit rate 0.14% among 230,000; AID 1471;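 also: potency is read from the fitted curve at half-maximal effect; % of control where 0% means no effect; nearly all actives have a fitted effect of over 45% in size; toxic huntingtin expression switched on by the ecdysone agonist tebufenozide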
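Cells were plated at 1500 per well in phenol red-free DMEM with 5% equine and 5% calf serum. Tebufenozide (100 nM final) and compounds were added, then ATPlite reagent, and luminescence was read.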
LMNA splice mod: changes lamin A minigene splicing in HeLa cells; HeLa LMNA splicing GFP/RFP minigene ratio, 48 h; Potency, µM (top dose mostly 46.1 µM), for the others: at the highest dose ratio change, negative = inhibition, most hits filed as inhibitors; hit rate 0.01% among 200,000; AID 1487; active = well fitted inhibition curve with a large enough effect in the signal ratio, with a control signal flat, not every such curve was filed as active; inconclusive = small, poorly fitted or top-dose-only effect, or effect the other way, or a change in a side signal; the % refers to the signal ratio; also: potency is read from the fitted curve at half-maximal effect; % is scaled to controls: 0 for no effect and ±100 for the full control effect
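Read-out is the ratio of GFP to DsRed2 object intensity, acquired by 488 nm laser-scanning cytometry on HeLa lamin A-EGFP minigene reporter cells. Compound incubation 48 hrs at 37 °C in Opti-MEM with 2% FBS; DMSO 0.5% final.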
GAA inhib: inhibitors of human lysosomal alpha-glucosidase. Potency, µM (titrated, usually from 76.9 µM), inactives show top-dose activity change, negative = inhibition, actives largely listed as inhibitors. hit rate 0.005% among 200,000. purified human GAA, 4-MU-alpha-glucoside fluorescence. P10253;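 also: potency is read from the fitted curve at half-maximal effect; plate controls were uninhibited enzyme wells for no effect and no-enzyme background for full effect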
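Enzyme (4 nM final) mixed with compound (up to 77 uM), then 4-MU-alpha-D-pyranoside (400 uM final) added; 20 min at room temperature, pH 5.0. Reaction stopped at pH 10, fluorescence read, AC50 derived by Hill fit.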
CBFb-RUNX1 inh: inhibitors of human CBF-beta and RUNX1 interaction; Q01196+Q13951; AlphaScreen CBFb-His/RUNX1-biotin binding, biochemical; Potency, µM (titrated, usually from 59.8 µM), without a hit: at the top dose activity, negative = inhibition, actives largely listed as inhibitors; 230,000 tested, under 10 active; AID 1477; also: % of control where 0% means no effect
Target sequence (Q01196 whole entry, looked up): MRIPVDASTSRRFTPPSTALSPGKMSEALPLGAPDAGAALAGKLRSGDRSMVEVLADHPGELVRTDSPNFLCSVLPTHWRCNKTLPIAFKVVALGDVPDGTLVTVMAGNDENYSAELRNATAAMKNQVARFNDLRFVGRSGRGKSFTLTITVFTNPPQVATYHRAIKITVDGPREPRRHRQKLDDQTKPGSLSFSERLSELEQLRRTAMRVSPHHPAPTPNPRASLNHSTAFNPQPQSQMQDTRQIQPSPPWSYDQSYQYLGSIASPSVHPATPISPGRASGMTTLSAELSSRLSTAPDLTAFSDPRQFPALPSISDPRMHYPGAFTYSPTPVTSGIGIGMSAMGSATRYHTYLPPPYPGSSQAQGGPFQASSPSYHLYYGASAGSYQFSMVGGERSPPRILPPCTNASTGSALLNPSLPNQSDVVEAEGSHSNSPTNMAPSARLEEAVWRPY
Target sequence (Q13951 whole entry, looked up): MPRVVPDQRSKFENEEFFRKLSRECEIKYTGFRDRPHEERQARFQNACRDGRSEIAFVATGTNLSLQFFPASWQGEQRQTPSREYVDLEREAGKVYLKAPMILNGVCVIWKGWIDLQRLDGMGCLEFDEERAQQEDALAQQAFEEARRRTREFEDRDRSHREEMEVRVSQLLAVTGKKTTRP
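Compounds were screened at multiple concentrations against a preformed CBF-beta(His)/RUNX1(biotin) complex (30 nM of each) for 15 min at room temperature, followed by 90 min with nickel and streptavidin beads and AlphaScreen reading.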
GAA glycogen: alters human alpha-glucosidase cleavage of glycogen. recombinant GAA, glycogen substrate, Amplex Red glucose oxidase fluorescence. Potency, µM (top dose mostly 76.4 µM), for the others: top-dose activity change, negative = inhibition, hits mostly inhibitors. hit rate 0.38% among 300,000;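 also: potency is read from the fitted curve at half-maximal effect; 0% = full enzyme reaction and -100% = no-enzyme basal signal; the screen sought inhibitors and activators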
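Natural-substrate format: glycogen cleavage by 4 nM human enzyme, glucose read by Amplex Red coupling (Ex 573, Em 610 nm). Normalized to enzyme and no-enzyme controls.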
aGlu spleen mod: lysosomal alpha-glucosidase (human) modulation | P10253 | human spleen homogenate, 4-MU-alpha-glucoside fluorescence | Potency, µM (titrated, usually from 79.9 µM), inactives show top-dose activity change, negative = inhibition, usual class: inhibitors | hit rate 0.006% among 240,000;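 also: potency is read from the fitted curve at half-maximal effect; 0% = enzyme with vehicle and -100% = no enzyme basal signal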
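Human spleen homogenate (1 ug) incubated with compounds and 1 mM 4-methylumbelliferyl-alpha-D-glucopyranoside in pH 5.0 citrate/phosphate buffer, 37 C, 40 min. Stopped at pH 10; 4-MU fluorescence (Ex 365/Em 440 nm); AC50 by Hill fit.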
* = called active by the depositor; & = joins results of further samples; [ ] = remark or other dose. Unless noted, calls follow the shape of the dose curve; as a rule, active = well fitted curve in the direction sought with a large enough effect; inconclusive = small, poorly fitted or top-dose-only effect, or another doubt; inactive = no such curve, though single readings can be large; an effect the other way counts as inactive or inconclusive.

What do the screens show for `COc1ccccc1N1C(=O)[C@@H]2[C@H](C1=O)[C@H](C(=O)c1ccc(OC(C)=O)cc1)N1N=CC=C[C@@H]21`?
HTT aggregate: -14%[9.22 µM]; HTT ATP protect: 1%[10 µM]; CBFb-RUNX1 inh: -3%; GAA glycogen: -6%; aGlu spleen mod: -4%

What do the screens show for `COC(=O)[C@@]1(Cc2ccc(F)cc2)[C@H]2c3cc(C(=O)N4CCCC4)n(Cc4c(CO)[nH]cc(C)c4=O)c3C[C@H]2CN1C(=O)c1ccccc1`?
HTT ATP protect: -16%; CBFb-RUNX1 inh: -5%; aGlu spleen mod: -9%

What do the screens show for `CSc1nc2ccccc2n1CC(=O)Nc1ccccc1`?
HTT aggregate: -7%; HTT ATP protect: -7%; LMNA splice mod: inconclusive; GAA inhib: -14%; CBFb-RUNX1 inh: 4%; GAA glycogen: 7%; aGlu spleen mod: -6%

How did CCN(CC)S(=O)(=O)c1ccc(N2CCOCC2)c(NC(=O)c2cccc3ccccc23)c1 do in these assays?
HTT aggregate: -2%; HTT ATP protect: 3%[10 µM]; LMNA splice mod: 2%; GAA inhib: inconclusive; CBFb-RUNX1 inh: -5%; GAA glycogen: -10%; aGlu spleen mod: -4%

Results for COc1ccc(CC(=O)NC2=NCCS2)cc1 ?
HTT aggregate: -10%; HTT ATP protect: inconclusive; LMNA splice mod: 8%; GAA inhib: inconclusive; CBFb-RUNX1 inh: -7%; GAA glycogen: 2%; aGlu spleen mod: -3%

What do the screens show for `COc1ccc(Cl)cc1N(CC(=O)NCC(C)C)S(=O)(=O)c1ccc(C)c([N+](=O)[O-])c1`?
HTT aggregate: inconclusive; HTT ATP protect: 14%[10 µM]; LMNA splice mod: -7%; GAA inhib: 5%; CBFb-RUNX1 inh: -5%; GAA glycogen: 0%; aGlu spleen mod: 6%

How did COc1ccc(C(CC(=O)N2CCOCC2)c2c(OC)cc(OC)c3ccc(=O)oc23)cc1 (centres undefined) do in these assays?
HTT aggregate: inconclusive; HTT ATP protect: -2%[10 µM]; CBFb-RUNX1 inh: -10%&-18%; GAA glycogen: 12%; aGlu spleen mod: -3%&-11%

What do the screens show for `COc1ccc(N2CCN(C(=O)Cc3ccc(Br)cc3)CC2)cc1`?
HTT aggregate: -35%[9.22 µM]; HTT ATP protect: -15%[10 µM]; CBFb-RUNX1 inh: 5%; GAA glycogen: -3%; aGlu spleen mod: 1%

How did CCOC(=O)c1nn(-c2ccc(F)cc2)c(C)c1C(C)=O do in these assays?
HTT aggregate: 3%; HTT ATP protect: -3%; LMNA splice mod: -3%; GAA inhib: -1%; CBFb-RUNX1 inh: 1%; GAA glycogen: 6%; aGlu spleen mod: -6%

What do the screens show for `COc1ccc(NCC(=O)n2c(C)c(C)c3ccccc32)cc1OC`?
HTT aggregate: -2%[9.22 µM]; HTT ATP protect: 6%[10 µM]; GAA inhib: 1%[15.4 µM]; CBFb-RUNX1 inh: -3%; GAA glycogen: -13%; aGlu spleen mod: 1%

What do the screens show for `COc1ccc(N(CC(=O)NCc2ccccc2)S(C)(=O)=O)cc1`?
HTT aggregate: -14%; LMNA splice mod: 4%; GAA inhib: 6%; CBFb-RUNX1 inh: -4%; GAA glycogen: -6%; aGlu spleen mod: -6%

What do the screens show for `N#Cc1cc2ccccc2nc1SCC(=O)Nc1ccc(S(=O)(=O)N2CCCC2)cc1`?
HTT aggregate: -11%; HTT ATP protect: 20%; LMNA splice mod: inconclusive; GAA inhib: -14%; CBFb-RUNX1 inh: 0%; GAA glycogen: -18%; aGlu spleen mod: 7%

How did [C-]#[N+]c1cc(-c2ccncc2)c(C)[nH]c1=O do in these assays?
HTT ATP protect: inconclusive; CBFb-RUNX1 inh: 2%; aGlu spleen mod: 0%

How did O=C(CSc1nnc(SCc2ccc(Cl)cc2)s1)N/N=C/c1ccccc1C(=O)O do in these assays?
HTT aggregate: -15%[9.22 µM]; HTT ATP protect: -26%[10 µM]; CBFb-RUNX1 inh: 1%; GAA glycogen: -5%; aGlu spleen mod: 11%

Results for COc1ccc(C[C@H]2CN3C(=NC[C@H]3Cc3ccccc3)N2CCNC(=O)c2ccc(C)c(Br)c2)cc1 ?
HTT aggregate: -4%[9.22 µM]; HTT ATP protect: -13%[10 µM]; CBFb-RUNX1 inh: -7%; GAA glycogen: 1%; aGlu spleen mod: -3%

What do the screens show for `N[C@@H](Cc1ccc(O)c(O)c1)C(=O)O`?
HTT ATP protect: -9%[40.3 µM]; LMNA splice mod: -3%; CBFb-RUNX1 inh: inconclusive; aGlu spleen mod: -4%[29.1 µM]

Results for Cc1ccc2[nH]c(=O)c(CN(CCCO)S(=O)(=O)c3c(C)ccc4nsnc34)cc2c1 ?
HTT aggregate: 13%; HTT ATP protect: -26%[10 µM]; LMNA splice mod: -15%; GAA inhib: 2%; CBFb-RUNX1 inh: 9%; GAA glycogen: 1%; aGlu spleen mod: -14%

Results for Cc1cc(C(=O)O)ccc1[C@H](N)C(=O)O ?
HTT ATP protect: -37%&-40%[inhibitor]; CBFb-RUNX1 inh: 16%; aGlu spleen mod: 6%&7%

What do the screens show for `O=C(COC(=O)c1cc(=O)c2ccccc2o1)NCC1CCCCC1`?
HTT aggregate: -8%; HTT ATP protect: -35%; GAA inhib: 1%; CBFb-RUNX1 inh: 22%; GAA glycogen: 2%

What do the screens show for `CCN1C(=O)[C@H]2[C@H]3[C@H](O)[C@H](O)C/C(=N/OC[C@@H]4O[C@H](c5ccccc5)C=C[C@@H]4Oc4ccc(OC)cc4)[C@@H]3CC[C@@H]2C1=O`?
HTT ATP protect: -43%[inhibitor][10 µM]; CBFb-RUNX1 inh: 8%[13.1 µM]; aGlu spleen mod: -6%[17.4 µM]

How did Cc1nn(-c2ccc(C(=O)O)cc2)c(=O)c2ccccc12 do in these assays?
HTT aggregate: inconclusive; HTT ATP protect: -14%; LMNA splice mod: -3%; GAA inhib: -7%; CBFb-RUNX1 inh: 2%; GAA glycogen: 2%; aGlu spleen mod: -8%

How did CCN(CC)C(=O)/C(=C/c1ccc(F)cc1)NC(C)=O do in these assays?
HTT aggregate: 9%; HTT ATP protect: -9%[0.074 µM]; LMNA splice mod: -8%; GAA inhib: -1%; CBFb-RUNX1 inh: -4%; GAA glycogen: -4%; aGlu spleen mod: -10%

What do the screens show for `CCCCNC(=S)N=Nc1c(O)n(Cc2ccccc2)c2ccccc12`?
HTT aggregate: inconclusive; HTT ATP protect: 2%[10 µM]; LMNA splice mod: -18%; GAA inhib: -2%; CBFb-RUNX1 inh: inconclusive; GAA glycogen: 3%; aGlu spleen mod: -6%

Results for CCn1c(COc2ccc(Cl)c(C)c2)nnc1SCC(=O)N1CCCC1 ?
HTT aggregate: -22%; HTT ATP protect: 17%; LMNA splice mod: 7%; GAA inhib: -7%; CBFb-RUNX1 inh: 7%; GAA glycogen: 0%; aGlu spleen mod: 4%

Results for COC(=O)C1=C(C)Nc2nc3ccccc3n2C1c1ccccc1F (centres undefined) ?
HTT aggregate: 36%[9.22 µM]; HTT ATP protect: 40%[10 µM]; CBFb-RUNX1 inh: 9%; GAA glycogen: -2%; aGlu spleen mod: -9%

How did O=C(Nc1ccccc1)N1CCCC(CNS(=O)(=O)Cc2ccccc2)C1 (centres undefined) do in these assays?
HTT aggregate: -1%[9.22 µM]; HTT ATP protect: 22%[10 µM]; LMNA splice mod: -1%[46 µM]; GAA inhib: -6%; CBFb-RUNX1 inh: 4%; GAA glycogen: -5%; aGlu spleen mod: -14%

How did c1ccc(OCCSc2nnnn2C2CCCCC2)cc1 do in these assays?
HTT aggregate: -16%; HTT ATP protect: 7%; LMNA splice mod: 7%; GAA inhib: -6%; CBFb-RUNX1 inh: 30%; GAA glycogen: 0%; aGlu spleen mod: -3%

How did COCCCNC(=S)N1CCN(C(=O)C(=O)Nc2ccc(C(=O)OC)cc2)CC1 do in these assays?
HTT aggregate: 5%; HTT ATP protect: -7%[10 µM]; LMNA splice mod: 5%; GAA inhib: 1%; CBFb-RUNX1 inh: 10%; GAA glycogen: 10%; aGlu spleen mod: -9%

What do the screens show for `Cc1nn(C/C(C#N)=N\O)c(C)[n+]1N`?
HTT aggregate: 11%; HTT ATP protect: -15%[0.074 µM]; LMNA splice mod: 3%; GAA inhib: 11%; CBFb-RUNX1 inh: -1%; GAA glycogen: -14%; aGlu spleen mod: 2%

Results for Nc1ccc(OCCCc2c(N)nc(N)nc2N)cc1 ?
HTT aggregate: -22%[9.22 µM]; HTT ATP protect: 3%[10 µM]; GAA inhib: 0%; CBFb-RUNX1 inh: inconclusive; GAA glycogen: 0%; aGlu spleen mod: 9%

How did C=CCn1c(-c2oc3nc(-c4ccccc4)cc(-c4ccccc4)c3c2N)n[nH]c1=S do in these assays?
HTT aggregate: 12%; LMNA splice mod: 0%; GAA inhib: 0%; CBFb-RUNX1 inh: -27%; GAA glycogen: -7%; aGlu spleen mod: 3%

What do the screens show for `COc1ccc(C2/C(=C(/O)c3ccccc3)C(=O)C(=O)N2c2ccccn2)cc1OC` (centres undefined)?
LMNA splice mod: 3%[46 µM]; GAA inhib: 0%; CBFb-RUNX1 inh: -3%; GAA glycogen: 3%; aGlu spleen mod: 1%

How did CCCCN(Cc1ccccc1)S(=O)(=O)c1ccc2c(c1)n(C)c(=O)c(=O)n2C do in these assays?
HTT aggregate: 14%[9.22 µM]; HTT ATP protect: 16%[10 µM]; CBFb-RUNX1 inh: -8%; GAA glycogen: 2%; aGlu spleen mod: 11%

Results for Cc1ccc(Nc2nc(-c3c(C)nc4ccccn34)cs2)cc1 ?
HTT aggregate: inconclusive; HTT ATP protect: -84%[inhibitor]; LMNA splice mod: inconclusive; GAA inhib: -7%; CBFb-RUNX1 inh: -13%; GAA glycogen: 28µM*; aGlu spleen mod: 6%

How did Cc1nc2nc(-c3ccccc3)cn2nc1C do in these assays?
HTT aggregate: 5%; HTT ATP protect: -81%[inhibitor]; LMNA splice mod: -4%; GAA inhib: inconclusive; CBFb-RUNX1 inh: 0%; GAA glycogen: 7%; aGlu spleen mod: 4%

Not a hit list; any-hit rate near 1.5%.
